Polio RdRp inh = poliovirus RNA polymerase inhibition; poliovirus polymerase elongation, fluorescence polarization; stronger effect = lower value; 0.66% of 150,000 active; % elongation, % (compound at 16.7 µg/mL); P03300; AID 588519; in the data active = % elongation below about 90%; also: some results filed as inactive read as strong as hits
Target sequence (P03300 1749-2209 limits assumed): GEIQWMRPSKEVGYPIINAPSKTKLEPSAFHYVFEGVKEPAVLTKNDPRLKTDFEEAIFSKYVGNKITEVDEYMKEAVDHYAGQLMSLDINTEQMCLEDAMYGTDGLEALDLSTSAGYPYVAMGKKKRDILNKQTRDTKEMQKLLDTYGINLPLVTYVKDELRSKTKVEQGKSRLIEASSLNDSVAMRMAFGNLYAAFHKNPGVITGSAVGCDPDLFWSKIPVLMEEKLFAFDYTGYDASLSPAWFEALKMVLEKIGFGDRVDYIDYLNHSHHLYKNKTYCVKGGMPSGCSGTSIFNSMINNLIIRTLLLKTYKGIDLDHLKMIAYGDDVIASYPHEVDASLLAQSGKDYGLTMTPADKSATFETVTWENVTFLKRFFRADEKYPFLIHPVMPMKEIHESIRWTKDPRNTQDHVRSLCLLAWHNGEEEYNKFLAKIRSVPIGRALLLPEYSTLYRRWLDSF
Polio RdRp inh FP z-score = also measured in Polio RdRp inh; calls as there; z-score; measured here: FP z-score; hits read low
Starred values were filed as active, the others as inactive. An excerpt; the hit share may differ from the screen's.

SMILES	Polio RdRp inh	Polio RdRp inh FP z-score
N#Cc1nncn1-c1nc(-c2cccs2)nc2scc(-c3ccccc3)c12	100	-0.3
CN(C)S(=O)(=O)c1ccc(C(=O)NCc2ccccc2CN2CCOCC2)cc1	110	1.1
CC(C)CCNC(=O)CN1C(=O)CCn2nc(-c3cn(C)c4ccccc34)cc21	111	1.2
CN(n1cnc2ccsc2c1=O)S(=O)(=O)c1cc(C(F)(F)F)cc(C(F)(F)F)c1	104	0.1
Cc1ccc(NC(=O)c2oc3ccc(S(=O)(=O)N4CCCCCC4)cc3c2C)c(C)c1	114	1
Cc1cccc(NC(=O)Cn2cc(C(=O)c3ccco3)c3ccccc32)c1C	102	-0.4
COc1ccccc1CN1CC(C(=O)NCC2CCCO2)CC1=O (centres undefined)	102	0.5
Cc1c(NC(=O)NNc2ccccc2)sc2nc(-c3ccc(Cl)cc3)nn12	102	0.1
O=S(=O)(c1ccc(SC2Cc3ccccc3C2O)nc1)N1CCOCC1 (centres undefined)	106	0.2
Cc1ccc(-c2noc(-c3nnn(CC(=O)Nc4cc(Cl)ccc4C)c3N)n2)cc1	106	-0.4
O=C(c1cnc2c(c1)COc1ccc(Cl)cc1-2)c1ccccc1O	101	-1.1
CCc1cc(=O)oc2c(CN(C)C)c(O)c(Cl)cc12	102	0.9

Continued, overlapping the part above by 4 compounds.
SMILES	Polio RdRp inh	Polio RdRp inh FP z-score
O=S(=O)(c1ccc(SC2Cc3ccccc3C2O)nc1)N1CCOCC1 (centres undefined)	106	0.2
Cc1ccc(-c2noc(-c3nnn(CC(=O)Nc4cc(Cl)ccc4C)c3N)n2)cc1	106	-0.4
O=C(c1cnc2c(c1)COc1ccc(Cl)cc1-2)c1ccccc1O	101	-1.1
CCc1cc(=O)oc2c(CN(C)C)c(O)c(Cl)cc12	102	0.9
CC(=O)N1CCn2c1nc1ccccc12	101	-0.4
CC(=O)N1CCc2cc(NC(=O)CC(=O)c3ccccc3)ccc21	110	0.4
CC(=O)N1CCc2c(sc3c2c(=O)n(CCc2ccccc2)c(=O)n3CC(=O)Nc2ccccc2F)C1	107	0.7
CCOC(=O)c1c(-c2ccccc2)oc2ccc(OCc3ccc(C)cc3)cc12	103	-0.2
CC(=O)N1c2ccccc2C(=O)C1N1CCN(c2ccc(F)cc2)CC1 (centres undefined)	109	0.5
COc1ccc(NS(=O)(=O)c2ccc3c4c(cccc24)C(=O)S3)cc1	101	-0.2
COc1ccc(N2CCN(C(c3ccccc3F)c3sc4nc(-c5ccco5)nn4c3O)CC2)cc1 (centres undefined)	104	-0.2
CCOC(=O)N1CCC(NC(=O)Nc2ccc3c(c2)CCO3)CC1	103	0.1
COc1ccc(CNC(=O)[C@@H]2CCCN2C(=O)OC(C)(C)C)cc1OC	101	-0.5
COc1ccc(N2CCN(CCCNC(=O)NC3CC(=O)N(c4ccc5c(c4)OCCO5)C3)CC2)cc1 (centres undefined)	102	-0.2
CCC(C)(C(=O)NC1CCCC1)N(C(=O)CC1NC(=O)NC1=O)c1c(C)n(C)n(-c2ccccc2)c1=O (centres undefined)	100	0
Oc1ccc2c(CN3CCCCC3)c(O)ccc2c1CN1CCCCC1	104	0.5

Single records (already shown):
Record of `COc1ccc(NS(=O)(=O)c2ccc3c4c(cccc24)C(=O)S3)cc1` : Polio RdRp inh = 101; Polio RdRp inh FP z-score = -0.2
Record of `COc1ccc(N2CCN(C(c3ccccc3F)c3sc4nc(-c5ccco5)nn4c3O)CC2)cc1` (centres undefined) : Polio RdRp inh = 104; Polio RdRp inh FP z-score = -0.2

More results follow:
SMILES	Polio RdRp inh	Polio RdRp inh FP z-score
CC1CCCC(C)N1C(=O)NC(=O)c1ccccc1 (centres undefined)	100	0
COc1ccc(S(=O)(=O)N2CCN(C(=O)c3cc(-c4ccccc4OC)n[nH]3)CC2)cc1	103	0.6
Cc1[nH]n(-c2ccccc2)c(=O)c1/C=C1\C=c2ccccc2=NC1=O	101	0.1
COc1ccc(N(C)C(=O)Cn2cc(S(=O)(=O)N3CCN(c4ccccc4F)CC3)c3ccccc3c2=O)c(OC)c1	112	0.9
O=C(NCc1ccccc1)c1ccc2c(c1)N(Cc1ccccc1F)C(=O)c1ccccc1S2=O (centres undefined)	108	0.4
Cc1ccccc1-c1noc(CSc2nc3ccccc3[nH]2)n1	104	0.1
O=C(O)CC(Cc1ccccc1)C(=O)O (centres undefined)	101	-0.2
CC(C)Cc1nn2c(=O)cc(COC(=O)c3cccc(NC(=O)c4ccccc4)c3)nc2s1	107	0.3
COC(=O)C(O)(CC(=O)O)C(F)(F)F (centres undefined)	105	0.4
CC(C)OCCCNC(=O)CN1C(=O)c2cccnc2Sc2ccccc21	113	1.6
CC(Oc1ccccc1)C(=O)Nc1ccc(C(=O)OCc2cc(=O)n3nc(C4CC4)sc3n2)cc1 (centres undefined)	107	0.1
CC(C)OCCCNC(=O)c1c2c(nc3ccccc13)C(=O)N(C1CCCCC1)C2	106	0.1
C=C(C)Cc1c(C)nc(SCC(=O)C(C)(C)C)nc1OC(=O)N(C)C	103	0.4
Cc1ccc(-c2nn(CCC(=O)N3CCCC3)c(=O)c3ccccc23)cc1	104	0.6
CCCCN(CCCC)c1ncnc2c1cnn2-c1cccc(C)c1	96	-2.2
O=C(O)CSc1c2c(nc3cc(C(=O)NC4CCCCCC4)ccc13)CCC2	100	-0.3
O=C1Nc2ccccc2C1Cc1ccc(N=Cc2cc(Cl)cc(Cl)c2O)cc1 (centres undefined)	111	1.2
Cn1c(=O)c2c(=S)nc(C3CC3)[nH]c2n(Cc2ccccc2)c1=O	95	-0.3
COc1ccc(-c2nc(CN3CCC(C(=O)NCc4ccccc4)CC3)c(C)o2)cc1OC	109	0.5
CCOC(=O)C1CCN(c2nc3c(S(=O)(=O)c4ccc(Br)cc4)nnn3c3ccsc23)CC1	107	0.1
Cc1[nH]c2ccccc2c1C(Nc1nccs1)c1ccc(C(C)C)cc1 (centres undefined)	101	-0.1
O=C(NC1CCCC1)c1nnc(Cc2ccc(Cl)cc2)o1	103	0.2
CCOC(=O)N1CCN(S(=O)(=O)c2ccc(-n3cnnn3)cc2)CC1	103	0.9
Cc1cc(C(=O)CSc2nc3ccccc3c(=O)[nH]2)c(C)n1C	105	0.1

Two compounds drawn at random from those above:
SMILES	Polio RdRp inh	Polio RdRp inh FP z-score
CCOC(=O)C1CCN(c2nc3c(S(=O)(=O)c4ccc(Br)cc4)nnn3c3ccsc23)CC1	107	0.1
COc1ccc(CNC(=O)[C@@H]2CCCN2C(=O)OC(C)(C)C)cc1OC	101	-0.5

The results go on.
SMILES	Polio RdRp inh	Polio RdRp inh FP z-score
COC(=O)c1ccc(OCC(=O)c2ccc[nH]2)cc1	113	1.3
COc1cccc(NC(=O)c2oc3ccc(S(=O)(=O)N(C)C4CCCCC4)cc3c2C)c1	111	0.2
COc1ccc2c(c1)nnc1n[nH]c(=O)n12	92	-1.7
CN(C)S(=O)(=O)c1cccc(CSc2n[nH]c(-c3cccs3)n2)c1	102	0
CCN(CCS(=O)(=O)c1ccc(Cl)cc1)S(=O)(=O)c1ccc(Cl)cc1	107	0.6
CC(=O)N1c2ccc(S(=O)(=O)N3CCN(c4ccc(C)cc4C)CC3)cc2CC1C (centres undefined)	108	0.5
CCOC(=O)c1nc(NCCCN2CCN(c3cc(C)ccc3C)CC2)c2ccccc2n1	101	0.3
CC1CCN(C(=O)c2cc(Cl)nc3ccccc23)CC1	99	-1.1
Cc1cccc(NC(=O)CCCCCn2c(=O)[nH]c3ccsc3c2=O)c1	104	0.1
Fc1ccc2c(c1)-c1nocc1CS2	102	0.3
Cc1ccc(-c2cnc(NCc3c(F)cccc3Cl)n2C)cc1	102	-0.5
Cc1nnn(C23CC4CC(CC(C(=O)O)(C4)C2)C3)n1	103	0.9
CCOC(=O)c1oc2ccc(S(=O)(=O)N3CCC(c4nnc(-c5ccc(OC)cc5)o4)CC3)cc2c1C	100	0.1
COc1cccc(NC(=O)Cn2ncc3c4ccccc4n(Cc4ccccc4)c3c2=O)c1	102	-0.7
C/C=N/NC(=O)c1ccccc1	103	0.3
CCc1ccc(CNc2ncc(-c3cccc(OC)c3)n2C)cc1	102	-0.4
Cc1cn2c(=O)cc(COc3ccccc3NC(=O)c3ccc(Cl)cc3)nc2s1	106	-0.2
Cc1cc(N2CCC(C(=O)Nc3ccc(F)cc3F)CC2)n2nc(C)c(-c3ccc(Cl)cc3)c2n1	112	2.1
CCOc1ccc2nc(SCC(=O)N(C)C)[nH]c2c1	102	-0.1
N=c1c(C(=O)NCC2CCCO2)cc2c(=O)n3ccccc3nc2n1CCCN1CCOCC1 (centres undefined)	101	0
CC(C)(C)Oc1ncc(Br)c(OC(C)(C)C)n1	103	0.6
CC1CCN(CC(=O)Nc2ccc3ccccc3c2)CC1	98	-1.2
CC(C)CCNC(=O)CSCc1cnn(-c2ccccc2)c1-n1cccc1	114	1.4
Cc1ccc(-c2nnc(Nc3cccc(O)c3)c3ccccc23)cc1S(=O)(=O)N1CCOCC1	106	0.3
CCn1cc2nc(SCc3cc(C)ccc3C)n(Cc3ccc(Cl)cc3)c(=O)c2n1	108	0.2
CCCCN(C)S(=O)(=O)c1cc2c(cc1C)N(C(C)=O)CCO2	103	0.8
O=C(NCc1ccco1)c1cc(-c2ccc(F)cc2)nc2ccccc12	101	-0.6
CCc1ccccc1NC(=O)NCCN1CCN(c2ccccc2)CC1	103	0
CCOC(=O)N1CCC(NCC(O)COc2ccccc2C(C)C)CC1 (centres undefined)	104	0.3
COc1ccccc1NC(=O)c1ccc(-c2ccccc2)s1	101	-0.1
Cc1noc(C)c1CSc1nc(-c2cccs2)c(-c2cccs2)[nH]1	104	0
Cn1ncc(Cl)c1C(=O)NC(=S)Nc1sc2c(c1C#N)CCCC2	102	0.1
O=C(Nc1ccccc1)N(C1=NCCCCS1)c1ccccc1	102	0.3
Cc1cc(CNC(=O)c2cnc3ccccc3n2)c(C(F)(F)F)o1	106	0.6
O=C(O)c1ccc(NC(=O)c2ccc(Cl)c(S(=O)(=O)N3CCCCCC3)c2)cc1	104	0
CCOC(=O)c1cc(C(=O)OCC)c(=S)[nH]c1O	103	0.5
O=C(/C=C/NCc1ccccc1)c1ccc(Br)cc1	105	0.3
COc1ccc(/C=C2\Cc3ccccc3C2=O)cc1	105	0.7
COc1ccccc1NC(=O)C(C)NS(=O)(=O)c1ccccc1 (centres undefined)	99	-0.1
CCN(CC)c1nc(-c2cccs2)c(C(=O)c2ccc(N3C(=O)CCC3=O)cc2)s1	105	0.1
CC(C)(C)c1ccc(-c2cc3ncc(-c4ccccc4)c(N)n3n2)cc1	97	-0.8
COc1cc(NC(=O)CSc2c3c(nc4ccccc24)CCC3)cc(OC)c1OC	100	-0.9
CCc1ccccc1NC(=O)Cn1nnc(C(=O)NCc2ccccc2)c1N	101	-0.5
COc1ccc2c(=O)c(Oc3ccccc3)coc2c1	101	0.2
NC(=O)c1c(NC(=O)CSc2nc(-c3cccs3)cc(C(F)(F)F)n2)sc2c1CCC2	100	-0.3
CNS(=O)(=O)c1cn(CC(=O)NC2CCCC2)cc1S(=O)(=O)NC	103	0.1
CN(C)CCCO[C@H]1[C@@H](C(O)CO)OC2OC(C)(C)O[C@@H]21 (some centres undefined)	99	0
O=CNCCc1c[nH]c2ccccc12	101	0.6
COc1ccc(OC)c(-c2noc(N3CCN(c4cccc(C(F)(F)F)c4)CC3)n2)c1	104	-0.3
CN(C(=O)C(Cl)Cl)c1ccc(OC(=O)c2ccco2)cc1	100	0

Screening results (PubChem BioAssay)
